EPAC1 ag = qHTS for Agonist of cAMP-regulated guanine nucleotide exchange factor 3 (EPAC1): primary screen | Rap guanine nucleotide exchange factor 3 (Homo sapiens), O95398 | EPAC1 agonist qHTS, biochemical assay; response scale: 100% = response to 6.5 mM cAMP | Potency, µM (doses to about 154 µM), inactives show at the top dose activation, most hits filed as activators | 0.073% of 360,000 active; further: potency means the concentration at half of the fitted maximal effect; nearly all actives have a fitted effect of over 60% in size
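EPAC1 100 nM, Rap1B–BODIPY-GDP 250 nM, unlabeled GDP 50 uM; compound titration; 5 min RT; kinetic read ex480/em540 at 5-min intervals ×30 min; data normalized to 6.5 mM cAMP agonist control.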
EPAC2 agonist = qHTS for Agonist of cAMP-regulated guanine nucleotide exchange factor 4 (EPAC2): primary screen; Rap guanine nucleotide exchange factor 4 (Homo sapiens), Q8WZA2; EPAC2 activation, biochemical qHTS; response scale: 100% = 6.5 mM cAMP response; Potency, µM (doses to about 154 µM), inactives show at the top dose activation, actives largely listed as activators; 0.079% of 360,000 active; AID 720711, 2013; further: potency means the concentration at half of the fitted maximal effect; nearly all actives have a fitted effect of over 50% in size
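Readout is BODIPY fluorescence (480 nm excitation, 540 nm emission), which falls as labeled GDP is exchanged off Rap1B. EPAC2 at 100 nM acted on 250 nM RAP1B-BODIPY-GDP with 50 uM GDP present.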
CCT modulator = High-Throughput Screening for Modulators of Cytosolic Chaperonin Activity | purified chaperonin ATPase assay, HTRF ADP detection, 30 min | activity change, % (no concentration beside the values), hits read low | AID 651819, 2012 | 0.3% of 360,000 active; in the data active means activity change below about -30%; further: on the % scale 0 is the no-effect control and ±100 the full control effect
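TRiC at 40 or 20 nM final (batch-dependent) in 30 mM Tris pH 7.4, 100 mM KCl, 5 mM MgCl2, 1 mM DTT, with compound at single 76 uM and 10 uM ATP, 30 min at 37 deg C. ADP detected by HTRF Transcreener, 665/615 ratio.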
IL-2 act = qHTS of IL-2 Activators | activation, % (series mostly up to about 46 µM) | AID 652025, 2013 | IL-2 activation reporter assay, cell-based qHTS; stimulated with anti-CD3/CD4/CD28 beads; in transgenic mouse T cells | 0.065% of 360,000 active; in the data active means activation above about 50%; inconclusive means mostly about 30% to 49%; further: 0% is about no effect
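Readout is EGFP and DsRed signal by fluorescent plate cytometry after 18 h at 37 degrees C. Transgenic mouse T cells (750/well) received compound for 60 min before bead stimulation (anti-CD3, anti-CD4, anti-CD28); memory T cells served as non-tolerant control.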
EPAC1 antag = qHTS for Antagonist of cAMP-regulated guanine nucleotide exchange factor 3 (EPAC1): primary screen. Rap guanine nucleotide exchange factor 3 (Homo sapiens), O95398. EPAC1 GEF assay, Rap1b-BODIPY-GDP exchange fluorescence. Potency, µM (series often up to 115 µM), inactives show at the highest dose activity change, negative = inhibition, hits mostly inhibitors. 0.14% of 360,000 active. AID 720709, 2013;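 further: potency means the concentration at half of the fitted maximal effect; plate controls were vehicle for no effect and positive control for full effect; nearly all actives have a fitted effect of over 50% in size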
WRN helicase inh = qHTS for Inhibitors of WRN Helicase; Bifunctional 3'-5' exonuclease/ATP-dependent helicase WRN (Homo sapiens), Q14191; WRN helicase unwinding, fluorescent forked duplex, kinetic; Potency, µM (titrated, usually from 114 µM), inactives show at the top dose activity change, negative = inhibition, usual class: inhibitors; 0.46% of 360,000 active; AID 651768, 2012; further: potency means the concentration at half of the fitted maximal effect; on the % scale 0 is the no-effect control and ±100 the full control effect; nearly all actives have a fitted effect of over 55% in size
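WRN at 20 nM final was preincubated with compound for 15 min at room temperature; reaction started with 100 nM forked duplex oligonucleotide carrying fluorophore and quencher plus 2 mM ATP (final). Unwinding followed kinetically by red fluorescence (ex 525/em 598 nm).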
PI5P4Ka inh = qHTS for Inhibitors of phosphatidylinositol 5-phosphate 4-kinase (PI5P4K) | Phosphatidylinositol 5-phosphate 4-kinase type-2 alpha (Homo sapiens), P48426 | PI5P4Kalpha enzyme, ADP-Glo luminescence, 60 min; stronger effect = lower value | max response, % | 1.2% of 330,000 active | AID 652105, 2013; active means max response of -50% or lower; inconclusive means between -30% and -50%; inactive means -30% or higher; further: value at the top dose of about 77 µM; on the % scale 0 is the no-effect control and ±100 the full control effect
Target sequence (P48426 whole entry, looked up): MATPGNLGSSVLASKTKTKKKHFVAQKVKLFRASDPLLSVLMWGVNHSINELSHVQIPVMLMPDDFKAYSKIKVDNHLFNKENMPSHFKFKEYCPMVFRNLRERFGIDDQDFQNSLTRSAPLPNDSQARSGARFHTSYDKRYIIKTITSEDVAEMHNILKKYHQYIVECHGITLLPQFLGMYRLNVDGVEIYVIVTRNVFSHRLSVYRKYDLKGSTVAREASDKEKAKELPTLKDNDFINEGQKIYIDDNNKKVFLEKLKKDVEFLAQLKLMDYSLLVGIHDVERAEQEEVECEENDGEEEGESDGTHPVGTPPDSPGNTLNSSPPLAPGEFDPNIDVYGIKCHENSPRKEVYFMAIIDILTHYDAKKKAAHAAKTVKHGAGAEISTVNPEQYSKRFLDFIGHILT
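PI5P4Kalpha ADP-Glo assay; 5 microM ATP final; 60 min RT reaction; HEPES pH 7.4/EGTA/CHAPS, 5% DMSO; controls lacking substrate or enzyme; luminescent end-point.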
PLK1 PBD inh = qHTS for Inhibitors of PLK1-PDB (polo-like kinase 1 - polo-box domain): Primary Screen; Plk1 PBD binding of FITC phosphopeptide, fluorescence polarization; Potency, µM, without a hit: max response, negative = inhibition, usual class: inhibitors; AID 720504, 2013; 2.8% of 360,000 active; further: potency means the concentration at half of the fitted maximal effect; series mostly up to about 57 µM; on the % scale 0 is the no-effect control and ±100 the full control effect; nearly all actives have a fitted effect of over 65% in size
Target sequence (P53350 whole entry, looked up, the tested form may be a part): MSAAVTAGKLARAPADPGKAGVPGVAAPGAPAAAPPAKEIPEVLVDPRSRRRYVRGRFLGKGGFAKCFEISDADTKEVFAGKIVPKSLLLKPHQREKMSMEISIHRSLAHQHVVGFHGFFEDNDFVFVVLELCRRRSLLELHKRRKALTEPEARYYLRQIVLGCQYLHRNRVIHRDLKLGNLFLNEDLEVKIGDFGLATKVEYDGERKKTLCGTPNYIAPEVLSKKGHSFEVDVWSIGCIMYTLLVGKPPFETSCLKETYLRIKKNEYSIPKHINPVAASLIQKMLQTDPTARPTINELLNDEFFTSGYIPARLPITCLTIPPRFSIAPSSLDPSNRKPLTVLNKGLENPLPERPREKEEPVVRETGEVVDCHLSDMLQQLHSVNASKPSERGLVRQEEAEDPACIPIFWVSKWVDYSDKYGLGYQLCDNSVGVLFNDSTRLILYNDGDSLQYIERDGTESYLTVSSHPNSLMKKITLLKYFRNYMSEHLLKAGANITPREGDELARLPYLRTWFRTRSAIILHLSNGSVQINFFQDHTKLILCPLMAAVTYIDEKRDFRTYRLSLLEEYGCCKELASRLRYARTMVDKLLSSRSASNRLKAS
* = called active by the depositor; ? = inconclusive; . = not tested or not shown; [ ] = dose if it differs, or a comment. Unless noted, the call rests on the fitted dose curve; in most records, active means well fitted curve in the direction sought with a large enough effect; inconclusive means small, poorly fitted or top-dose-only effect, or another doubt; inactive means no such curve, though single readings can be large; an effect the other way counts as inactive or inconclusive.

Results follow in this order: EPAC1 ag, EPAC2 agonist, CCT modulator, IL-2 act, EPAC1 antag, WRN helicase inh, PI5P4Ka inh, PLK1 PBD inh
CCCn1c(C)cc(/C=C(\C#N)C(=O)OCC(=O)N(C)c2c(N)n(Cc3ccccc3)c(=O)[nH]c2=O)c1C
 : 6%, 17%, 2.4, 2.7, 2%, -5%, -10, -6%
COc1ccc(S(=O)(=O)N2CCN(C(=O)c3ccccn3)CC2)cc1
 : 8%, 7%, -0.4, -0.6, 17%, 6%, 2, -8%
CCN(CC)C(=O)C1CCCN(C(=O)Nc2ccc3nsnc3c2)C1 (stereo not given)
 : 5%, 0%, -1.7, -0.2, -7%, -20%, 4, -24%
COc1ccc(NC(=O)Cn2nnc(C(=O)NCc3ccc4c(c3)OCO4)c2N)c(OC)c1
 : 0%, -7%, -1.5, -2.7, 12%, -5%, -14, 21µM*
Cc1cc(=O)oc2c3c(cc(OCC(=O)NCc4ccccc4)c12)OC(C)(C)CC3
 : -2%, -4%, -0.5, -0.1, -3%, -2%, -3, 2%
O=C(CN1C(=O)c2ccccc2S1(=O)=O)Nc1ccc(S(=O)(=O)Nc2ncccn2)cc1
 : 4%, 3%, -4.3, -5.3, 2%, -7%, 5, -8%
O=[N+]([O-])c1cc(Cl)cc2c1nc(NCCO)c1ccccc12
 : 8%, 6%, 1.2, -0.2, -22%, -9%, 26, 1%
C[C@@H]1CCCCO[C@@H](CN(C)C(=O)Nc2ccc3c(c2)OCO3)[C@@H](C)CN([C@H](C)CO)C(=O)c2cc(N(C)C)ccc2O1
 : 10%, 4%, 1.8, 0.8, -8%, -6%, -1, -19%
O=C(CCCl)Nc1nnc(SCC(=O)NC2CCCC2)s1
 : -4%, -2%, -0.5, -0.6, 4%, -7%, -4, 1%
COc1cc(C2C(C#N)=C(C)NC3=C2C(=O)CC(C)(C)C3)ccc1OCCO (stereo not given)
 : 0%, -6%, -4.0, 0.4, -12%, -4%, 6, -8%
Cc1ccc(CC2CC(=O)N(Cc3ccco3)C2=O)cc1 (stereo not given)
 : -1%, -14%, -0.1, -0.2, 10%, -22%, ?, -24%
COc1ccc(Nc2nc(CC(C)=O)ns2)cc1OC
 : 12%, 7%, -2.7, 0.0, -6%, 1%, -3, -5%
COc1ccc(OCC(=O)Nc2c3c(nn2-c2ccccc2)CS(=O)(=O)C3)cc1
 : 10%, 14%, -1.2, 1.0, -11%, -29%, -11, -8%
COC(=O)c1cccc(NC(=O)Nc2ccc(Cl)cc2Cl)c1
 : -17%, -13%, -0.7, -4.8, -15%, 2%, 0, 0%
CCCCN1CC(COCc2ccccc2)Oc2cccc(OCCN3C(=O)[C@@H]4[C@H](C3=O)C3C=C[C@H]4C3)c2S1(=O)=O (stereo not given in full)
 : -2%, 9%, 0.0, -0.9, -18%, 1%, 1, -9%
O=C(NC1CCCCCCC1O)c1ccccc1 (stereo not given)
 : -10%, 4%, -2.5, 2.8, 4%, -9%, 3, -5%
COc1ccc(C(=O)NC(=S)NNC(=O)c2cccnc2)cc1
 : -1%, 6%, 0.1, 1.8, 16%, -5%, -24, -7%
O=C(CN1C(=O)C2CC=CCC2C1=O)Nc1ccc(S(=O)(=O)NC2=NCCCCC2)cc1 (stereo not given)
 : 0%, -11%, -1.0, 0.6, -3%, -8%, -1, -5%
C/C(=N\Nc1nc(C(C)(C)C)cs1)c1ccccc1
 : -9%, 4%, -0.5, 1.9, -7%, -4%, 11, -9%
CCOC(=O)C1(Cc2ccccc2C)CCCN(S(C)(=O)=O)C1 (stereo not given)
 : 5%, 15%, -2.7, -0.1, 8%, -4%, -1, -7%
O=C(COC(=O)C1CC2C=CC1C2)Nc1cccc(S(=O)(=O)N2CCCCCC2)c1 (stereo not given)
 : 6%, -7%, 1.6, -3.0, -6%, -13%, 14, 1%
CCC(C(=O)OCC(=O)N1CCN(c2ccc(OC)cc2)CC1)c1ccccc1 (stereo not given)
 : -7%, 0%, -5.1, 0.8, -10%, 6%, 3, 1%
CC(=O)c1cccc(N(CC(=O)O)S(C)(=O)=O)c1
 : 6%, -6%, -1.3, -2.0, -12%, 6%, -6, -13%
Cc1cc(=O)oc(C)c1C(=O)NCc1ccco1
 : 0%, -7%, -3.0, -2.9, 19%, 6%, -2, -9%
CC(C)C[C@H]1CN([C@@H](CC(C)C)CN2CCC[C@@H]2CN2C(=O)C(=O)NC[C@@H]2Cc2ccccc2)C(=O)C(=O)N1CC1CCCCC1
 : 4%, -1%, 2.3, -0.6, -13%, -4%, 0, -8%
Cc1ccc(C)c(N2CCN(C(c3ccccc3)c3nnnn3C(C)(C)C)CC2)c1 (stereo not given)
 : -4%, 10%, -0.5, 0.3, -14%, 0%, 1, -15%
CC(=O)OC1C(OC(C)=O)N(C(C)=O)C(=O)N1C(C)=O (stereo not given)
 : -3%, 3%, -1.4, -0.2, 10%, -3%, 8, -4%
COc1ccc(OC)c(NC(=O)C(=S)NC2CCCCC2)c1
 : 8%, 9%, 1.9, -2.3, -9%, -1%[57.1 µM], 24, ?
COCC(=O)Nc1cccc(Br)c1
 : 4%, 2%, -2.3, 5.3, 12%, 2%, 1, -2%
CCn1c(C(=O)N2CCCC(C(=O)O)C2)cc2sccc21 (stereo not given)
 : 3%, 0%[15.6 µM], -3.9, -0.2, 7%, 5%, -3, -10%
CCCc1cc(NCCOCCO)n2c(nc3ccccc32)c1C#N
 : -4%, 1%, -14, 0.5, -3%, -10%, 0, -5%
CCc1nn2c(=O)c(S(=O)(=O)Nc3ccc(Cl)cc3)c(C)nc2s1
 : 2%, 2%, -0.6, 1.3, -6%, -3%, -2, -7%
O=C(Nc1ccccc1C(=O)NCC1CCCO1)c1ccc(Cl)cc1 (stereo not given)
 : 4%, -1%, -2.4, -2.3, 5%, -21%, 13, -3%
Cc1ccc(OCCC(=O)OCC(=O)N2CCN(S(=O)(=O)c3ccc(C)cc3)CC2)cc1
 : ?, 13%, -0.5, -1.3, -15%, -14%, -2, -5%
CCOC(=O)c1cc2c3ccccc3n(CC)c2nc1N
 : -7%, 9%, 0.7, 11, -29%, -25%, 13, -15%
COc1ccc(F)cc1C(=O)C1CCCN(C(=O)c2ocnc2C)C1 (stereo not given)
 : 2%, -5%, 0.7, -3.6, -6%, -3%, 0, -5%
CN(C)CCN1C(=O)NC(C)(c2ccc([N+](=O)[O-])cc2)C1=O (stereo not given)
 : 8%, -2%, 0.1, 2.8, 11%, 4%, 4, -5%
OCCN(Cc1ccccc1)CC(O)COc1ccc2c(c1)OCO2 (stereo not given)
 : 8%, -4%, 0.8, -0.6, -4%, -6%, 0, -4%
CC1(C)CC(=O)C2=C(C1)N(c1ccccc1)C(=O)C(C(=O)OCc1ccccc1)C2 (stereo not given)
 : -10%, 1%, -1.8, -0.2, -14%, -3%, 1, -19%
COc1cc(OC)cc(-c2c(-c3cccs3)c3cc(-c4ccc(OC)nc4)ccc3n2C)c1
 : -9%, 0%, -2.4, -2.9, -1%, -7%, 1, -1%
CCN(C)C1CN(Cc2cn(Cc3cccc(Cl)c3)nn2)S(=O)(=O)C1 (stereo not given)
 : 10%, 2%, 0.7, 0.0, -9%, 1%, -2, 1%
Cc1noc(C)c1C(=O)Nc1sc2c(c1C(N)=O)CCCCC2
 : 0%, 5%, 2.7, 6.0, 16%, -17%, ., -16%
CC1=C(C(N)=O)C(c2ccc(Cl)cc2)n2nc(CCCO)nc2N1 (stereo not given)
 : 7%, 1%, -2.2, -2.2, -10%, 0%, -6, -3%
CCOc1ccccc1CN1CCN(Cc2nc3c(s2)CCCC3)CC1CCO (stereo not given)
 : 5%, 4%, -1.4, -3.6, -7%, 6%, 2, -18%
O=Cc1cn(Cc2ccccc2)nc1-c1cccnc1
 : 2%, 8%, -1.8, 0.5, -12%, -10%, 2, -5%
CC1CCN(S(=O)(=O)c2ccc(NC(=O)c3ccncc3)cc2)CC1
 : -10%, -4%, -2.0, -0.6, -5%, -4%, -5, 5%
CCn1nc(C)c(NC(=O)CCSc2nc(-c3ccco3)cc(C(F)(F)F)n2)c1C
 : 6%, -2%, -1.3, -1.3, -5%, -5%, 0, ?
NC(=O)CSc1nnc(COc2ccccc2)n1CCc1ccccc1
 : 3%, 2%, -1.8, 4.8, -2%, -3%, ., -4%
Cc1ccccc1OC(C)C(=O)Nc1ccc(S(=O)(=O)Nc2nccs2)cc1 (stereo not given)
 : -9%, 1%, 0.3, -0.1, -3%, -16%, 2, -9%
O=Cc1c[nH]c2ccc(S(=O)(=O)N3CCOCC3)cc12
 : 3%, 3%, 0.7, -2.8, 8%, -11%, -1, 5%
O=C1CSC(=S)N1N=Cc1cccc2ccccc12
 : -2%, 0%, -0.2, -4.7, -3%, -20%, ?, -20%
COCc1cc(=O)n2[nH]c(C)c(-c3ccc(Cl)cc3)c2n1
 : -4%, 4%, 0.6, -2.8, 2%, 6%, 1, -3%
CC(=O)N1CCN(S(=O)(=O)c2cccc(C(=O)OCc3ccc(F)cc3)c2)CC1
 : 13%, 2%, -0.6, 0.6, 3%, -5%, 1, -5%
CC(=O)Cn1c(=O)c2c(nc3n2CCCN3Cc2ccccc2)n(C)c1=O
 : 5%, 5%, 1.0, -0.1, -3%, -5%, 3, -1%
O=C(COc1ccccc1-c1ccccc1)N/N=C/c1cccnc1
 : 1%, 1%, -1.6, 0.2, -3%, 2%, 1, 1%
COc1ccc(CN(C)CCc2ccccn2)cc1OC
 : -4%, 7%, -0.5, 0.1, -7%, 1%, -11, -4%
N#Cc1c(N)nc(SC2CCCCC2=O)c(C#N)c1-c1ccco1 (stereo not given)
 : 0%, 12%, -2.5, -0.3, 0%, -18%, -28, -21%

PLK1 PBD inh, hit marks shown above.
structure	EPAC2 agonist	CCT modulator	EPAC1 antag	WRN helicase inh	PI5P4Ka inh	PLK1 PBD inh
COc1ccc(NC(=O)Cn2nnc(C(=O)NCc3ccc4c(c3)OCO4)c2N)c(OC)c1	-7%	-1.5	12%	-5%	-14	21µM*

Only part of the results is shown; the hit share may differ from the screen's.
